CCT modulator: High-Throughput Screening for Modulators of Cytosolic Chaperonin Activity; purified chaperonin ATPase assay, HTRF ADP detection, 30 min; activity change, % (no concentration beside the values), hits read low; 360,000 tested, 0.3% active; AID 651819, 2012; in the data active = activity change below about -30%; note: % is set by controls: 0 for no effect and ±100 for the full control effect
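TRiC (40 or 20 nM final, by batch activity) in 30 mM Tris pH 7.4, 100 mM KCl, 5 mM MgCl2, 1 mM DTT was treated with compound at 76 uM single dose, then 10 uM ATP, 30 min at 37 °C. ADP was read by HTRF Transcreener.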
PLK1 PBD inh: qHTS for Inhibitors of PLK1-PDB (polo-like kinase 1 - polo-box domain): Primary Screen; Serine/threonine-protein kinase PLK1 (Homo sapiens), P53350; Plk1 PBD binding of FITC phosphopeptide, fluorescence polarization; Potency, µM, without a hit: max response, negative = inhibition, actives largely listed as inhibitors; 360,000 tested, 2.8% active; note: potency is the fitted concentration of half-maximal effect; series mostly up to about 57 µM; % is set by controls: 0 for no effect and ±100 for the full control effect; nearly all actives have a fitted effect of over 65% in size
EPAC1 antag: qHTS for Antagonist of cAMP-regulated guanine nucleotide exchange factor 3 (EPAC1): primary screen; EPAC1 GEF assay, Rap1b-BODIPY-GDP exchange fluorescence; Potency, µM (titrated, usually from 115 µM), inactives show at the highest dose activity change, negative = inhibition, actives largely listed as inhibitors; 360,000 tested, 0.14% active; AID 720709, 2013;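 note: potency is the fitted concentration of half-maximal effect; plate controls were vehicle for no effect and positive control for full effect; nearly all actives have a fitted effect of over 50% in size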
WRN helicase inh: qHTS for Inhibitors of WRN Helicase; WRN helicase unwinding, fluorescent forked duplex, kinetic; Potency, µM (titrated, usually from 114 µM), inactives show top-dose activity change, negative = inhibition, actives largely listed as inhibitors; 360,000 tested, 0.46% active; AID 651768, 2012; note: potency is the fitted concentration of half-maximal effect; % is set by controls: 0 for no effect and ±100 for the full control effect; nearly all actives have a fitted effect of over 55% in size
Target sequence (Q14191 whole entry, looked up): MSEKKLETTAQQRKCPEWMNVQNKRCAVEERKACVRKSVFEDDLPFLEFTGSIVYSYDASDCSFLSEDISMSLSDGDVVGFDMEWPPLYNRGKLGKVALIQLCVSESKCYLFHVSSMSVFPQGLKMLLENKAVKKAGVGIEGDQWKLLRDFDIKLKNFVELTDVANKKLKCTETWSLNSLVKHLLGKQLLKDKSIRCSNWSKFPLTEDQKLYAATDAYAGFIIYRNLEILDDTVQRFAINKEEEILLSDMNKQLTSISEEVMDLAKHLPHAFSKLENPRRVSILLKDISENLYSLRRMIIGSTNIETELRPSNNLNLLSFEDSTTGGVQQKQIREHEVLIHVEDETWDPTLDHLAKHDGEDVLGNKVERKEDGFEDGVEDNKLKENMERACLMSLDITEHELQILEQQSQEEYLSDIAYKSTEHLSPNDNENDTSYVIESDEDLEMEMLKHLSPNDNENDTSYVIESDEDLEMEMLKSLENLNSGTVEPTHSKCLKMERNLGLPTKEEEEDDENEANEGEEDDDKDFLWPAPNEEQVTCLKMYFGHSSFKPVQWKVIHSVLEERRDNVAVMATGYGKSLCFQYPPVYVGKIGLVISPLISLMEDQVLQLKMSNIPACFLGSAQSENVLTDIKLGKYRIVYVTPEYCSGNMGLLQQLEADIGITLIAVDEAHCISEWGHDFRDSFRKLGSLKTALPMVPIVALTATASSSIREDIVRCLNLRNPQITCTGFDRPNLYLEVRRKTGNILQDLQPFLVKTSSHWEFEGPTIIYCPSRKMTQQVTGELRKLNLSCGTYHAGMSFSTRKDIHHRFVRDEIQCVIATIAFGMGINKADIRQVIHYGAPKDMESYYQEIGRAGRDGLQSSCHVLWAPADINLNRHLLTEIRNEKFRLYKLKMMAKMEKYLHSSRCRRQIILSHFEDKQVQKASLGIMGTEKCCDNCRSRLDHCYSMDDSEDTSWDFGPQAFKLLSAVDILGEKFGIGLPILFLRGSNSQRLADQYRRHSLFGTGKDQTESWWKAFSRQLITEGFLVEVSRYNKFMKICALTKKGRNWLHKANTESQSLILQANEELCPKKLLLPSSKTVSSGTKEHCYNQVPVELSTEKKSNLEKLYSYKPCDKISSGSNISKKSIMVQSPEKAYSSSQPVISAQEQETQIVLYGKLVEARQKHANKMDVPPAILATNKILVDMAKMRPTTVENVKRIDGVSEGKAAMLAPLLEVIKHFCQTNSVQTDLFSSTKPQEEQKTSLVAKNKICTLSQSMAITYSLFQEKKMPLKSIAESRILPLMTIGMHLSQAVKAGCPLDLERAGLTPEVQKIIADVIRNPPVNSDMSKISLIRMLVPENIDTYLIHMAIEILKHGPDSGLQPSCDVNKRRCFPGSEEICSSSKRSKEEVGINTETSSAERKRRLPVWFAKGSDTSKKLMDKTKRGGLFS
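Fluorescence dequenching readout, ex 525 nm/em 598 nm, kinetic mode: forked duplex DNA (100 nM final) with adjacent fluorophore and quencher unwound by WRN (20 nM final) with 2 mM ATP. Compound preincubation 15 min, room temperature.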
EPAC2 antagonist: qHTS for Antagonist of cAMP-regulated guanine nucleotide exchange factor 2 (EPAC2): primary screen; EPAC2 GEF exchange of Rap1B-BODIPY-GDP, fluorescence; Potency, µM (titrated, usually from 114 µM), for the others: at the highest dose activity, negative = inhibition, actives largely listed as inhibitors; 360,000 tested, 0.18% active; AID 720708, 2013; note: potency is the fitted concentration of half-maximal effect; % is set by controls: 0 for no effect and ±100 for the full control effect; nearly all actives have a fitted effect of over 45% in size; many of its hits are not listed in these tables
PI5P4Ka inh: qHTS for Inhibitors of phosphatidylinositol 5-phosphate 4-kinase (PI5P4K). PI5P4Kalpha enzyme, ADP-Glo luminescence, 60 min; stronger effect = lower value. max response, %. 330,000 tested, 1.2% active; active = max response of -50% or lower; inconclusive = between -30% and -50%; inactive = -30% or higher; note: value at the top dose of about 77 µM; % is set by controls: 0 for no effect and ±100 for the full control effect
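Quantitative HTS of the MLSMR library against PI5P4Kalpha with substrate. ATP added last at 5 microM final; room temperature, 60 minutes. Remaining ATP depleted, ADP converted and read as luminescence.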
MmCpn inh: Inhibitors of TCP-1 ring complex (TRiC) of Methanococcus maripaludis (MmCpn): qHTS; Potency, µM (titrated, usually from 76.9 µM), for inactives: top-dose activity, negative = inhibition, hits mostly inhibitors; 330,000 tested, 0.031% active; Chaperonin Mm-Cpn (Methanococcus maripaludis); purified Mm-Cpn ATPase, ADP Transcreener TR-FRET; note: potency is the fitted concentration of half-maximal effect; % is set by controls: 0 for no effect and ±100 for the full control effect; nearly all actives have a fitted effect of over 80% in size
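Measured: ADP formation by purified Mm-CPN. Conditions: 25 nM protein, 10 uM ATP, Tris pH 7.4 with Mg2+, K+ and DTT, 37°C for 30 min. Detection: Transcreener HTRF after 30 min at room temperature.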
EPAC1 agonist: qHTS for Agonist of cAMP-regulated guanine nucleotide exchange factor 3 (EPAC1): primary screen | 360,000 tested, 0.073% active | Rap guanine nucleotide exchange factor 3 (Homo sapiens), O95398 | AID 720707, 2013 | EPAC1 agonist qHTS, biochemical assay; response scale: 100% = response to 6.5 mM cAMP | Potency, µM (titrated, usually from 154 µM), for the others: at the top dose activation, hits mostly activators; note: potency is the fitted concentration of half-maximal effect; nearly all actives have a fitted effect of over 60% in size
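Compounds were pinned as a concentration titration into mixtures of EPAC1 (100 nM), BODIPY-GDP-loaded Rap1B (250 nM) and GDP (50 uM). After 5 min at room temperature, fluorescence was followed for 30 min; activity was scaled to 6.5 mM cAMP.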
Numbers without * were called inactive; ? = inconclusive; . = no result given; [ ] = remark or other dose. Unless noted, calls come from the whole dose curve; as a rule, active = well fitted curve in the direction sought with a large enough effect; inconclusive = small, poorly fitted or top-dose-only effect, or another doubt; inactive = no such curve, though single readings can be large; an effect the other way counts as inactive or inconclusive. Not all compounds are listed; rates above refer to the full screens.

Fields: EPAC1 antag	WRN helicase inh	PI5P4Ka inh	PLK1 PBD inh	EPAC1 agonist	CCT modulator	EPAC2 antagonist	MmCpn inh
O=C1CSC(c2cccc([N+](=O)[O-])c2)N1C1CC2CCC1C2 (configuration not stated)
 : 1%	2%	-14	-1%	-4%	-0.5	1%	-3%
COC(=O)C(NC(C)=O)(Nc1ccc(Br)cn1)C(F)(F)F (configuration not stated)
 : 12%	4%	-5	-3%	-1%	-0.9	13%	0%
CC(C)C(C)NC(=O)CN1C(=O)NC(C)(c2ccc3ccccc3c2)C1=O (configuration not stated)
 : -21%	5%	-2	-8%	1%	-2.2	1%	0%
COc1ccc(C(=O)N(CCc2ccccc2)Cc2cccs2)c(OC)c1
 : -17%	-13%	8	-19%	10%	0.1	?	3%
O=C(NCc1ccncc1)Nc1ccc(Cc2ccc(NC(=O)NCc3ccncc3)cc2)cc1
 : -7%	-23%	?	-2%	-11%	-16	2%	.
COc1cc(/C=N/NC(N)=S)ccc1OC(=O)c1ccc(C)cc1
 : 4%	1%	-1	-18%	9%	-0.8	8%	1%
Cc1cc(Cl)ccc1NC(=S)N1CCN(Cc2ccccc2)CC1
 : -23%	1%	1	-6%	-4%	-0.5	3%	1%
CCN(CC)C(=O)c1sc(NC(=O)c2cc(-c3ccc(C)s3)nc3ccccc23)c(C(=O)OC)c1C
 : 13%	-1%	-3	15µM*	0%	-0.2	-2%	-1%
Cc1ccc(C(=O)OCC(=O)NC(C)c2ccccc2)s1 (configuration not stated)
 : -18%	4%	5	-11%	5%	-1.6	-7%	-1%
CC1CCN(C2(O)C(=O)Nc3ccc([N+](=O)[O-])cc32)CC1 (configuration not stated)
 : -9%	-1%	8	0%	-2%	-0.4	-7%	0%
CC(C)n1ncc2c(C(=O)NCc3cccnc3)cc(C3CC3)nc21
 : -6%	-12%	8	-12%	-7%	-2.1	-7%	-1%
O=C(Nc1ccc(Nc2ccccc2)cc1)c1ccc(F)cc1
 : -9%	-9%	1	-10%	18%	0.1	-5%	0%
COc1ccc(CNC(=O)CN(C(=O)CCC(=O)Nc2ccccn2)c2ccc(C)cc2)cc1
 : 10%	-2%	3	?	2%	-0.6	-2%	1%
COc1nc(-c2ccncc2)nc2ccccc12
 : -1%	7%[57.1 µM]	1	-4%	-2%	-2.1	0%	-1%
CC1CCCCN1C(=O)CCn1c(=O)oc2ccccc21 (configuration not stated)
 : 24%	0%	2	-1%	-5%	0.7	2%	-2%
CC1CC2(C)CC(C)C1(COC(=O)Nc1ccccc1)CO2 (configuration not stated)
 : 1%	-2%	-2	-2%	-9%	0.2	-1%	4%
Cn1c([N+](=O)[O-])cnc1COC(N)=O
 : 6%	6%	-1	-13%	-8%	-0.8	1%	-4%
OCn1c2ccccc2c2ccccc21
 : -2%	3%	21	-3%	-9%	1.4	-13%	-8%
CC(C)c1nnc(NC(=O)CCC(=O)N2CCN(Cc3ccccc3)CC2)s1
 : 14%	1%	-3	-16%	7%	-43*	2%	-1%
CCOC(=O)C1CCCN(C(=O)c2cc3c(C)nc4ccccc4c3o2)C1 (configuration not stated)
 : -5%	-6%	.	-3%	3%	1.3	4%	3%
CC(C)N1CCN(Cc2ccc3nsnc3c2)CC1CCO (configuration not stated)
 : -4%	7%	-2	-8%	8%	-1.9	-6%	-3%
CS/C(=C\[N+](=O)[O-])Nc1ccc(OC(F)(F)F)cc1
 : 14%	-13%	8	-7%	18%	-4.9	1%	-3%
CC(=O)Nc1ccc(NS(=O)(=O)c2ccc3[nH]c(=O)[nH]c3c2)cc1
 : 0%	0%	0	-23%	0%	-2.5	-1%	-2%
COc1ccc2c(c1)CC(C1(O)C(=O)N(C)c3ccccc31)C2=O (configuration not stated)
 : 11%	8%	1	1%	-6%	1.1	9%	1%
Cc1cn([C@H]2C[C@H](O)[C@@H](/C=C/C(=O)NCc3ccc(N(C)C)cc3)O2)c(=O)[nH]c1=O
 : -5%	-6%	0	-7%	1%	0.6	7%	.
COc1cc(/C=C2/C(=N)N3N=C(C(C)C)SC3=NC2=O)ccc1OS(=O)(=O)c1ccccc1
 : -15%	-8%	?	38µM*	8%	-2.5	-17%	0%
Cn1cnnc1-c1cccc(NS(=O)(=O)c2ccc(N3CCCC3=O)cc2)c1
 : 7%	-16%	.	-6%	-1%	2.9	12%	-1%
Fc1ccc(C2c3[nH]c4ccccc4c3CCN2Cc2ccoc2)cc1 (configuration not stated)
 : 9%	-5%	0	2%	19%	-0.5	0%	-2%
Cc1cccc(CCNC(=O)CN(C)S(=O)(=O)c2cnc[nH]2)c1
 : 3%	-5%	-3	-1%	9%	0.0	6%	1%
CC(Oc1cc2oc(=O)c3c(c2cc1Cl)CCCC3)C(=O)NCC1CCC(C(=O)O)CC1 (configuration not stated)
 : -4%	-7%	-4	-11%	-13%	-0.5	2%	-17%
OCC[C@@H]1C[C@H](O)[C@@H](O)[C@]2(OCc3ccc(CO)cc32)O1
 : -1%	4%	-6	-13%	-1%	-1.3	4%	.
CCOC(=O)N1CCN(CC(=O)N2c3ccccc3Sc3ccccc32)CC1
 : 8%	-6%	17	7%	-6%	-0.4	10%	2%
COc1c(C(=O)NCCSC(C)(C)C)ccc2ccccc12
 : -4%	-6%	2	-7%	5%	-2.7	-14%	2%
Cn1cccc1CNC(=S)Nc1cc(F)cc(F)c1
 : 16%	-34%	-4	-13%	1%	-1.9	-4%	-5%
COc1nccc(C(F)(F)F)c1C(=O)NC(=O)Nc1ccccc1
 : -12%	-4%	1	-4%	-10%	-1.5	-10%	0%
O=C(Nc1cccc(-c2cccc(F)c2)c1)C1CCN(CC2CCOC2)CC1 (configuration not stated)
 : -10%	-27%	4	-10%	-2%	-2.3	-11%	0%
CCCNc1nc(NCC)nc(OC)n1
 : 6%	3%	-3	2%	-1%	1.7	45%[activator][57.1 µM]	0%
O=C(Nc1ccccc1Cc1ccccc1)c1ccncc1
 : -5%	5%	-1	-15%	3%	-3.4	-9%	2%
Cn1nc(-c2ccc(C(=O)N3CCN(Cc4ccccc4)CC3)cc2)c2ccccc2c1=O
 : 3%	-16%	7	1%	-3%	3.5	8%	-1%
COc1ccc(NC(=O)CSc2nc3nc(C)cc(C)n3n2)cc1
 : -4%	4%[57.1 µM]	1	6%	-2%	-1.7	-1%	2%

Rewritten as comma-separated lines: part of the list above.
canonical_smiles,EPAC1 antag,WRN helicase inh,PI5P4Ka inh,PLK1 PBD inh,EPAC1 agonist,CCT modulator,EPAC2 antagonist,MmCpn inh
Cc1cccc(CCNC(=O)CN(C)S(=O)(=O)c2cnc[nH]2)c1,3%,-5%,-3,-1%,9%,0.0,6%,1%
CCOC(=O)N1CCN(CC(=O)N2c3ccccc3Sc3ccccc32)CC1,8%,-6%,17,7%,-6%,-0.4,10%,2%

Following part.
Fields: EPAC1 antag	WRN helicase inh	PI5P4Ka inh	PLK1 PBD inh	EPAC1 agonist	CCT modulator	EPAC2 antagonist	MmCpn inh
Cc1cc2oc3c(c(=O)c2cc1C)C(c1ccc(C(C)C)cc1)N(CCCN1CCOCC1)C3=O (configuration not stated)
 : -8%	9%	-8	-7%	-1%	-2.5	12%	2%
O=C(NCC(=O)N1CCN(c2ccccc2O)CC1)c1ccccc1
 : 7%	0%	-3	-6%	1%	-0.1	-5%	0%
Cc1ccc(S(=O)(=O)NC(=O)C2(C)CCN2C(=O)c2ccccc2CCc2ccccc2)nc1 (configuration not stated)
 : 3%	1%	0	6%	-2%	1.3	-13%	.
O=C(c1ccc(-c2ccc([N+](=O)[O-])cc2)o1)N1CCCC(C(F)(F)F)C1 (configuration not stated)
 : -5%	-27%	-6	-16%	-14%	0.1	1%	?
O=C(NC1(C(F)(F)F)NC(=O)N(c2ccc(F)cc2)C1=O)c1cccs1 (configuration not stated)
 : 11%	9%	0	-2%	-3%	-1.4	13%	-1%
COc1ccc(NS(=O)(=O)c2cc(NC(=O)COc3ccccc3F)ccc2OC)cc1
 : ?	-13%	2	-3%	10%	4.2	?	1%
COc1ccc(S(=O)(=O)NCC2CCC(C(=O)NCC(OC)OC)CC2)cc1 (configuration not stated)
 : -23%	-1%	1	-6%	4%	0.6	1%	2%
O=C(c1ccccc1)n1ccc(-c2cccs2)n1
 : 1%	-2%	3	-8%	7%	2.8	1%	1%
CCOc1ccccc1Nc1nc2ccccc2[nH]1
 : -9%	-4%	-1	-1%	4%	-1.5	-1%	-3%
COc1ccc2c(c1)CC(C1(O)C(=O)Nc3ccccc31)C2=O (configuration not stated)
 : 14%	-4%	.	2%	5%	-0.5	1%	0%
CCOC(=O)c1c(C)n(-c2ccc(C)cc2)c2ccc(OCC(O)CN3CCN(C)CC3)cc12 (configuration not stated)
 : 2%	-8%	-2	3%	-10%	1.6	-7%	1%
CC(C)c1ccc(N(CC(=O)NCc2ccc(F)cc2)C(=O)c2csnn2)cc1
 : -29%	-8%	11	0%	-6%	-2.4	-16%	2%
O=C(Cc1ccsc1)Nc1ccc2c(c1)OCO2
 : -7%	5%	-4	-13%	4%	1.8	6%	-2%
O=C(COc1nncc2ccccc12)Nc1c(F)c(F)c(F)c(F)c1F
 : -7%	-18%	5	-2%	7%	-0.2	4%	0%
CCOC(=O)c1oc2nc(C(C)C)c3c(c2c1N)CC(C)(C)OC3
 : -3%	1%	4	-2%	4%	1.1	-3%	-1%
Cc1csc(NC(=O)c2cc3c(s2)CCCCC3)n1
 : -15%	-9%	-14	1%	17%	-2.1	-9%	-4%
CCOc1ccc(CCNC(=O)c2cccc(S(=O)(=O)N3CC(C)OC(C)C3)c2)cc1OCC (configuration not stated)
 : -11%	-24%	5	-3%	-3%	-5.3	3%	0%

Shown bar-delimited: 2 of the compounds above.
mol | EPAC1 antag | WRN helicase inh | PI5P4Ka inh | PLK1 PBD inh | EPAC1 agonist | CCT modulator | EPAC2 antagonist | MmCpn inh
CC(C)c1ccc(N(CC(=O)NCc2ccc(F)cc2)C(=O)c2csnn2)cc1 | -29% | -8% | 11 | 0% | -6% | -2.4 | -16% | 2%
O=C(Cc1ccsc1)Nc1ccc2c(c1)OCO2 | -7% | 5% | -4 | -13% | 4% | 1.8 | 6% | -2%
